MT1-MMP act inh: MT1-MMP (human) activation inhibition; P50281; HT1080 RFP-PRO-GFP cells, GFP/RFP ratio fluorescence, overnight; percent of plate control window, DMSO zero; GFP/RFP ratio change, % at 20 µM; hit rate 0.061% among 360,000;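 active = GFP/RFP ratio change of at least 30% with cell ATP level not reduced by more than half and red fluorescence within 50% of control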; also: strong numbers were not always called active
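Test system: HT1080 RFP-PRO-GFP cells; Benchmarks: DMSO and RFP-L50D-GFP cell wells; Timing: cells overnight before dosing, compound overnight, 37 °C, 5% CO2; Compound: one 20 µM compound dose with 1% DMSO; Read-out: GFP/RFP fluorescence ratio.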
Rin1 Abl inh: inhibitors of human Rin1-Abl protein interaction; AID 588664; P00519+Q13671; TR-FRET Rin1/Abl binding, biochemical; hit rate 0.4% among 360,000; inhibition, % at 7.35 µM; in the data active = inhibition above about 5%, passing the limit was not always enough
SKN-1 inh: C. elegans SKN-1 inhibition | C. elegans VP596 Pgst-4::GFP/RFP ratio, acrylamide-induced, 24 h | inhibition, % at 21.8 µM | hit rate 0.49% among 360,000 | AID 624304;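 active = interference check ratio from 0.5 to 1.5 plus GFP to RFP signal ratio inhibition reaching or exceeding a fixed threshold, cut at about 30% in these data, passing the limit was not always enough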; also: some compounds called inactive have numbers as strong as hits
NRP1-CendR mod: NRP-1/CendR interaction modulation. O14786. FAM-RPARPAR peptide binding to NRP-1, fluorescence polarization. inhibition, % at 25 µM. hit rate 0.85% among 360,000. AID 602438;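 active = inhibition or corrected inhibition above about 18%, plus a signal ratio from 0.5 to 1.5, limit read from the data, passing the limit was not always enough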; also: strong numbers were not always called active
MsrA inhibitor: inhibitors of bovine MsrA; purified bovine MsrA, absorbance read-out; inhibition, % at 15.5 µM; AID 651718; hit rate 0.75% among 360,000; in the data active = inhibition above about 4.5%;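 also: 0% = vehicle wells with enzyme and 100% = reference inhibitor wells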
E coli Lon inh: E. coli protease La inhibition. purified E. coli Lon protease, fluorescence polarization. inhibition, % at 7.94 µM. hit rate 0.42% among 360,000. AID 602123; in the data active = inhibition above about 13%, passing the limit was not always enough;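 also: 0% = enzyme with probe and DMSO and 100% = no enzyme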
bovine MsrA act: activators of bovine methionine sulfoxide reductase A; activation, % at 10.6 µM; purified bovine MsrA, absorbance read-out; AID 602163; hit rate 0.3% among 360,000; in the data active = activation above about 7.5%;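 also: 0% = vehicle and 100% = reference activator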
FAS TE block: inhibitors of human fatty acid synthase thioesterase domain. P49327. recombinant FAS-TE, OMFH fluorogenic substrate, fluorescence endpoint. inhibition, % at 15 µM. hit rate 0.67% among 360,000;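 active = compounds whose normalised, plate-corrected inhibition of enzyme fluorescence in the single-dose primary screen is 50% or more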;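 also: 0% = DMSO with enzyme and 100% = substrate without enzyme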
Neddylation inh: blocks human cullin neddylation. AID 651699. TR-FRET cullin neddylation, biochemical. hit rate 0.58% among 360,000. calls only at 25 µM; in the data active = inhibition above about 36%
Target sequence (P61081 whole entry, looked up): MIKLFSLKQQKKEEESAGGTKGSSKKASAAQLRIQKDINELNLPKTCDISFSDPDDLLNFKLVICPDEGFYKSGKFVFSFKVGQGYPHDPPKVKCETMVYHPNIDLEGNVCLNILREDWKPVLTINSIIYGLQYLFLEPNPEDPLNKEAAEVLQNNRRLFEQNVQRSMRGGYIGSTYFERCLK
Target sequence (Q13564 whole entry, looked up): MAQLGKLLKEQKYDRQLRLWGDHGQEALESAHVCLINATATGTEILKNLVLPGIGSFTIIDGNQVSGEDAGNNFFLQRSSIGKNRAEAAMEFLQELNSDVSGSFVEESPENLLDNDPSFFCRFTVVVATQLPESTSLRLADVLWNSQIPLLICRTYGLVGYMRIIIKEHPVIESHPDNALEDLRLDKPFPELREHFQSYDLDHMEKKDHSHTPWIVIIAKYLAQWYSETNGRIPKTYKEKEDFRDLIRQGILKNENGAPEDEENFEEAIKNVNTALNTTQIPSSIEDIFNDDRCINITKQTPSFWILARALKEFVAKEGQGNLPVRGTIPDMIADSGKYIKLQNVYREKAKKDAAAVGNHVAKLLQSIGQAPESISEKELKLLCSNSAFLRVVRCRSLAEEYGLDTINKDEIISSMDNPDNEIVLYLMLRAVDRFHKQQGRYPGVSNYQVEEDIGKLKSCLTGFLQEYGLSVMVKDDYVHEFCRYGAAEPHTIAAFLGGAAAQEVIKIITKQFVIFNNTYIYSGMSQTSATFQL
Numbers without * were called inactive; i = inactive; / = not tested or not shown; + = active, no number.

Below each compound – MT1-MMP act inh	Rin1 Abl inh	SKN-1 inh	NRP1-CendR mod	MsrA inhibitor	E coli Lon inh	bovine MsrA act	FAS TE block	Neddylation inh
O=C(Nc1ccc2c(c1)OCCO2)C1CCCN1C(=O)Nc1ccccc1 (configuration not stated)
  -5.0	-0.5	-3.0	-10.6	-1.2	-6.9	-0.9	-2.5	i
O=C(COC(=O)c1oc2ccccc2c1COc1ccccc1)NCCN1C(=O)CSC1=O
  -1.2	-0.2	3.9	-4.1	-0.9	2.8	-1.5	3.6	i
COCCNC(=S)Nc1ccccc1Cc1ccccc1
  2.7	-0.4	-2.5	-6.6	0.4	0.5	-2.4	-3.8	i
CC(=O)N1CCc2cc(Br)cc(S(=O)(=O)NCc3ccccn3)c21
  -2.0	3.7	5.6	6.8	-1.1	-6.5	0.3	-3.1	i
CCC(=O)N1CCc2cc(S(=O)(=O)Nc3ccccc3C)ccc21
  1.2	1.7	9.2	5.0	-0.1	0.7	0.4	8.0	i
O=C(Cn1ncn2cccc2c1=O)N1CCCCC1
  3.6	2.2	-5.0	4.8	1.2	-4.8	-2.5	-4.8	i
Cc1cc(C)c(NC(=O)CCc2c(C)noc2C)c(C)c1
  1.8	-3.3	-1.9	8.9	-1.2	1.6	-0.3	-9.0	i
Cc1cccc(NC(=O)C2CCCN2C(=O)Oc2ccccc2)c1 (configuration not stated)
  0.6	5.8	8.2	-0.3	0.8	-3.4	-8.2	-3.2	i
O=C(NCc1cccc(C(F)(F)F)c1)c1cccc2c1C(=O)c1ccc(N3CCC(Cc4ccccc4)CC3)cc1S2(=O)=O
  -127.9	1.9	4.1	146.2	/	-132.4	-1.2	-86.9	i
O=C(Nc1ccc(F)cc1F)c1ccc2nc(N3CCOCC3)sc2c1
  2.1	-0.1	-7.4	-7.0	0.2	-6.3	-3.2	-5.7	i
O=C(CSc1n[nH]c(=O)n1Cc1ccco1)Nc1ccccc1Cl
  -0.8	-2.2	-3.3	-5.4	0.8	-4.7	-7.0	-0.6	i
CCOP(=O)(OCC)C(NC(=O)Nc1cccc(Cl)c1)C(N)=O (configuration not stated)
  -11.9	-0.2	14.0	3.5	-0.6	-8.6	-11.4	-9.4	i
CS(=O)(=O)N(CC(=O)NCCSCc1cccc(Cl)c1)c1ccc(F)cc1
  -1.1	1.4	2.3	5.5	-0.2	3.2	-0.1	5.2	i
CC(=O)NCCC(=O)N1CCCC(N2CCN(c3cccc(Cl)c3)CC2)C1 (configuration not stated)
  0.5	1.8	0.5	17.9	0.1	-3.2	-3.4	-4.6	i
CC1CCC(C(C)C)C(OC(=O)C2=C3c4ccccc4S(=O)(=O)N3CC2)C1 (configuration not stated)
  -9.9	-2.0	17.7	-14.4	1.4	-1.6	-2.8	30.7	/
Cc1c(/C=N/n2cnnc2)c2ccccc2n1CCOc1ccccc1
  -1.2	-6.2	-2.7	8.3	1.6	-6.1	-3.6	8.6	i
COc1cccc(C(=O)O/N=C(\N)CS(=O)(=O)c2ccccc2)c1
  -0.9	-0.9	4.6	-4.4	1.1	-7.3	-1.1	-4.4	i
CCN(CC)C(=O)CSc1ncnc2c1cnn2Cc1ccccc1
  2.9	0.6	16.6	3.9	-1.4	0.0	-2.6	-6.4	i
Cc1cccn2c(=O)c(/C=C(\C#N)C(N)=O)c(N3CCN(Cc4ccc5c(c4)OCO5)CC3)nc12
  /	5.0	1.5	-8.3	2.1	11.4	-13.1	55.8*	i
CCCOc1ccc(OCCn2nc(C(=O)O)c3ccccc3c2=O)cc1
  5.9	-4.1	3.7	-0.8	-0.2	4.8	-7.0	3.1	i

Full records, looked up by structure:
Listed for O=C(NCc1cccc(C(F)(F)F)c1)c1cccc2c1C(=O)c1ccc(N3CCC(Cc4ccccc4)CC3)cc1S2(=O)=O : MT1-MMP act inh = -127.9; Rin1 Abl inh = 1.9; SKN-1 inh = 4.1; NRP1-CendR mod = 146.2; MsrA inhibitor = /; E coli Lon inh = -132.4; bovine MsrA act = -1.2; FAS TE block = -86.9; Neddylation inh = i
Listed for Cc1c(/C=N/n2cnnc2)c2ccccc2n1CCOc1ccccc1 : MT1-MMP act inh = -1.2; Rin1 Abl inh = -6.2; SKN-1 inh = -2.7; NRP1-CendR mod = 8.3; MsrA inhibitor = 1.6; E coli Lon inh = -6.1; bovine MsrA act = -3.6; FAS TE block = 8.6; Neddylation inh = i
Listed for CCOP(=O)(OCC)C(NC(=O)Nc1cccc(Cl)c1)C(N)=O (configuration not stated) : MT1-MMP act inh = -11.9; Rin1 Abl inh = -0.2; SKN-1 inh = 14.0; NRP1-CendR mod = 3.5; MsrA inhibitor = -0.6; E coli Lon inh = -8.6; bovine MsrA act = -11.4; FAS TE block = -9.4; Neddylation inh = i

(more compounds)
Below each compound – MT1-MMP act inh	Rin1 Abl inh	SKN-1 inh	NRP1-CendR mod	MsrA inhibitor	E coli Lon inh	bovine MsrA act	FAS TE block	Neddylation inh
Cc1ccc(N2C(=O)CCC2(C#N)c2ccccc2)cc1 (configuration not stated)
  0.3	-2.1	2.9	4.5	-0.5	2.5	-2.9	-5.4	i
COc1cc(/C=N/NC(=O)c2ccc(CSc3nc4ccccc4[nH]3)cc2)cc(OC)c1OC
  13.7	-5.4	10.1	-15.2	4.4	8.0	-3.5	-3.5	+
Cc1ccc(COCC(CC(C)C)N2CCN(C(=O)c3cccc(C(F)(F)F)c3)CCC2=O)cc1 (configuration not stated)
  0.8	3.6	2.2	-1.5	-0.2	6.2	0.5	24.4	i
Cc1cc(N/N=C/c2ccc([N+](=O)[O-])o2)nc2ccccc12
  -40.9	-9.6	21.8	-36.3	0.6	-31.6	-4.3	-9.4	i
O=C(C1CC(c2cccc(Br)c2)=NO1)N1CCc2ccccc2C1 (configuration not stated)
  9.2	1.8	-34.0	-2.7	1.9	-14.0	-4.8	21.9	i
COc1ccc(C2Nc3ccccc3C(=O)N2NS(C)(=O)=O)cc1OC (configuration not stated)
  8.3	5.9	-6.9	3.2	0.2	-3.5	-3.9	0.0	/
CCn1c(=O)cc(OCC(=O)Nc2cccc(C)n2)c2ccccc21
  0.9	0.2	-5.5	10.5	-1.3	-8.0	-0.1	-1.1	i
CC(=O)NC(Cc1cccc(F)c1)C(=O)NC1CCN(c2ncccc2[N+](=O)[O-])CC1 (configuration not stated)
  -2.0	-1.9	8.3	-1.7	-0.3	6.1	-7.2	-1.5	i
COc1ccc(Cc2c(-c3cccc(Cl)c3)nc3ccc(Br)cn23)c(C)c1
  -5.9	3.9	24.1	-44.5	-0.9	-29.1	-6.0	5.2	i
O=C(c1cccc(S(=O)(=O)N2CCCC2)c1)N1CCN(Cc2ccccc2)CC1
  0.0	0.0	-12.3	2.9	0.1	-6.2	-6.6	-4.1	i
CCN1CCN(c2ccc(S(=O)(=O)N3CCCCC3)cc2NC(=O)c2ccc(F)cc2)CC1
  2.5	1.3	6.1	-8.3	0.3	0.7	-2.2	-8.4	i
Cc1ccc(CC(=O)Nc2ccc(S(=O)(=O)N3CCOCC3)cc2)cc1
  1.2	-2.9	-14.5	-1.0	-1.4	-10.4	-12.1	1.1	i
O=C(Nc1ccc(-c2nc3ccccc3o2)cc1)c1cc(-n2cnnc2)ccc1Cl
  6.1	-4.4	21.6	-14.7	0.7	-9.8	-2.4	-19.5	i
Cc1ccc(CN(c2ccc(C(=O)Nc3cccnc3)cc2)S(C)(=O)=O)cc1
  -6.0	-1.1	1.1	-4.4	-1.1	1.3	-4.2	-1.6	i
O=C(COc1ccccc1)N1CCN=C1SCc1cccc(F)c1
  6.2	0.4	2.9	-5.5	1.6	12.5	-6.2	3.0	i
CC(C)Oc1cccc(C(=O)N2CCCC2)c1
  0.5	1.8	7.9	-8.3	-1.1	-2.0	-1.9	-1.7	i
CCOC1(C)OCC(=O)[C@]2(CCC3C4CCC5=CC(=O)C=CC5(C)C4C(=O)CC32C)O1 (some centres not stated)
  2.4	1.7	2.8	-5.3	0.6	1.6	-2.5	-10.7	i
CC12C=CC3(O1)C(C(=O)N1CCCOC13)C2C(=O)O (configuration not stated)
  0.0	-0.1	4.5	6.6	0.8	-5.2	-3.8	-5.8	i
COc1ccc(S(=O)(=O)N(CC(=O)N2CCN(C)CC2)c2ccccc2)cc1OC
  4.5	0.9	-4.5	0.3	-0.1	-2.8	-2.1	-6.1	i
CCOC(=O)c1ccc(NC(=O)CSc2nc3sc(C(=O)O)c(C)c3c(=O)[nH]2)cc1
  6.3	-1.5	7.4	-34.4	1.0	1.6	-1.6	-3.4	i

The results go on.
Below each compound – MT1-MMP act inh	Rin1 Abl inh	SKN-1 inh	NRP1-CendR mod	MsrA inhibitor	E coli Lon inh	bovine MsrA act	FAS TE block	Neddylation inh
CCc1cccc(C)c1NC(=O)CC1Oc2ccc(C)cc2NC1=O (configuration not stated)
  0.3	-0.7	5.4	-3.7	-0.9	3.2	-0.8	-9.0	i
CCOC(=O)c1ccc(S(=O)(=O)Nc2nc3cc(S(=O)(=O)NC4=NCCCCC4)ccc3s2)cc1
  0.6	-5.3	4.8	-11.6	1.5	-0.5	0.1	-1.9	i
COc1ccc(-c2c(C#Cc3ccsc3)c3cc(-c4ccc5[nH]ccc5c4)ccc3n2C)cc1
  -7.8	-2.8	-0.7	-22.3	1.9	-38.6	-13.2	36.4	i
Cc1nc2scc(C)n2c(=O)c1S(=O)(=O)NCC1CCN(Cc2ccc(F)cc2)CC1
  1.9	-1.4	4.7	-8.3	0.9	-4.5	-10.8	-5.0	/
COc1ccc(-c2cc(C(=O)NCc3ccco3)c3ccccc3n2)cc1
  2.7	-0.8	-14.2	9.8	1.1	-2.5	-10.0	12.7	/
Cc1cc(C)cc(N(CC(=O)N2CCCCCC2)S(C)(=O)=O)c1
  -2.3	2.3	-5.7	1.9	1.8	-5.6	1.4	-5.0	i
O=C(OCc1ccc([N+](=O)[O-])cc1)c1cc(=O)c2ccccc2o1
  0.8	-0.4	21.2	-6.8	-1.4	-0.2	-5.0	1.9	i
CC(=O)Nc1ccc(SCC(=O)Nc2ccccc2Oc2ccccc2)cc1
  1.2	2.5	-0.5	-0.4	0.6	-7.5	-11.0	2.3	i
CCN(CC)S(=O)(=O)c1cccc(NC(=O)/C=C/c2cccc([N+](=O)[O-])c2)c1
  -4.0	-5.2	12.6	-3.3	-0.1	2.8	-0.2	17.9	i
Cc1cc(NCCCN2CCOCC2)n2nc(C)c(-c3ccc(F)cc3)c2n1
  3.1	2.0	17.5	9.1	1.3	-8.7	-2.0	1.2	i
O=C(O)c1cc(C2CC2)nc2ccccc12
  5.8	-0.3	-3.0	18.5	0.2	-8.0	-0.1	-12.0	i
S=C(NCCc1ccccc1)Nc1ccccc1
  4.4	-3.9	-10.1	1.8	0.5	-3.4	-1.8	-4.3	i
CCCCN1C(=O)C(CC(=O)NCCCN(C)C)CC(C(=O)N2CCOCC2)=C1C (configuration not stated)
  -0.2	-0.1	4.0	-21.2	0.0	-5.5	0.2	-8.2	i
CC(C)CNC(=O)C(=O)Nc1cc2c3c(c1)C(C)C(=O)N3CCC2 (configuration not stated)
  0.1	2.1	11.0	-7.6	-0.1	-9.0	-7.6	-2.6	i
CC(C)C(=O)Nc1c2c(nc3c1CCC3)CCCC2
  5.4	-0.1	0.4	8.3	-0.8	-3.4	-2.1	-5.5	i
O=C1CCCN1CN1CCCCC1
  -4.6	3.5	-13.3	4.9	-0.1	-6.9	-10.3	-8.6	i
Cc1csc2c(=O)sc(NC(=O)c3ccc(F)cc3)nc12
  2.6	-1.4	13.6	12.6	-0.7	-10.7	0.6	-1.0	i
CC(=O)Nc1ccc(S(=O)(=O)N=S(C)(C)=O)cc1
  1.7	-2.6	-4.0	1.4	-1.0	-8.5	-8.0	-10.5	i
O=c1cc(CN2CCN(S(=O)(=O)c3ccc4c(c3)OCCO4)CC2)c2ccc(O)cc2o1
  -16.6	-2.9	2.9	-13.8	1.2	-12.1	-10.8	5.5	/

Bioassay records as filed in PubChem BioAssay.
